Compound activity from PubChem.
RAD54 inh – inhibitors of human RAD54 branch migration; inhibition, % at 10.4 µM; 360,000 tested, 0.14% active; RAD54 Holliday junction branch migration, FAM/BHQ fluorescence;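 active means mean normalized replicate activity at least 40 and at least half of replicates scoring 40 or more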;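 further: 0% = median of neutral control wells and 100% = median of positive control wells; inhibitors cause a drop in the FAM fluorescence signal; in these data hits start at about 50%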
Target sequence (Q92698 whole entry, looked up): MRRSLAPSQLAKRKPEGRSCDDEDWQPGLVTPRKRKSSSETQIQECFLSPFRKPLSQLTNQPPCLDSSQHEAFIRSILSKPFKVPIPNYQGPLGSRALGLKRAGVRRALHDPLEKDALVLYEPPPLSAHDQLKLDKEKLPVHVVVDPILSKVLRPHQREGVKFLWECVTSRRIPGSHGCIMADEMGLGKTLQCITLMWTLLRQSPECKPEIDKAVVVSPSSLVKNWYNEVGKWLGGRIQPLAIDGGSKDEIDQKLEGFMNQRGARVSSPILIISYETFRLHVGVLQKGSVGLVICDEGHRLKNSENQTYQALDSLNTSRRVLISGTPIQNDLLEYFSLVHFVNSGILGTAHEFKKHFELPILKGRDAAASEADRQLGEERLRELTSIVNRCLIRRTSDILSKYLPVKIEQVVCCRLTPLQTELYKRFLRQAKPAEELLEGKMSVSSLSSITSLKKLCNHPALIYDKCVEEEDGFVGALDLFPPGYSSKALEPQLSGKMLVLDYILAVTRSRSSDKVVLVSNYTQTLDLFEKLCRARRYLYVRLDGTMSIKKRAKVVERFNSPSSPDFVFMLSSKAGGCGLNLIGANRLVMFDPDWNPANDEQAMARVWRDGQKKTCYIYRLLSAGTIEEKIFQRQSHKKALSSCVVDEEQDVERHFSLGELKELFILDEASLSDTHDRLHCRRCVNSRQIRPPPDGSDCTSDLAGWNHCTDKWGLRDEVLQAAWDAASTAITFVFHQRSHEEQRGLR
S100A4 MyoIIA – blocks human S100A4 binding to myosin IIA peptide | 360,000 tested, 0.14% active | inhibition, % at 10.7 µM | AID 652163 | S100A4/TAMRA-MyoIIA peptide fluorescence polarization | P26447;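 active means mean inhibition of at least 70% across replicates, with every replicate also reaching that level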
Target sequence (P26447 whole entry, looked up): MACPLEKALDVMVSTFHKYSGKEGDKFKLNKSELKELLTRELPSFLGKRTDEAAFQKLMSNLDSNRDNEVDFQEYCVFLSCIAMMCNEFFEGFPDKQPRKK
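Test system: S100A4 monomer protein. Medium: HEPES buffer with Ca2+, pH 7.2. Reagent: fluorescent myosin IIA peptide, 5 nM. Compound dosing: single-point compound testing. Timing: 5 min between mix addition and reading. Benchmarks: DMSO neutral and TFP positive wells.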
EWS-Fli inh – inhibitors of EWS/Fli oncoprotein transcriptional activity | A673 NR0B1-luciferase reporter, viability-normalised | inhibition, % at 12.6 µM | 350,000 tested, 0.67% active | AID 651661;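 active means mean inhibition of at least 50% after viability correction, with every replicate also passing that limit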;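 further: firefly luciferase signal divided by Alamar Blue viability fluorescence both relative to DMSO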
E-selectin induc – E-selectin induction on HUVECs | P16581 | HUVEC E-selectin immunofluorescence imaging; normalized: neutral wells 0, TNF-alpha wells 100 | activation, % at 7.58 µM | 260,000 tested, 0.37% active | AID 686992;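 active means mean E-selectin-positive cell signal at least 10% of the positive control, reached in at least 60% of replicates, without over 20% cell loss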;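 further: in these data hits start at about 27%; measured in HUVEC primary endothelial cells; signal is the percent of cells scored E-selectin positive by PE staining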
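Read-out basis: % PE-positive cells; Test system: HUVEC primary endothelial cells; Technique: immunofluorescence imaging; Dosing: single-point compound dose.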
RAD52 inh – blocks human RAD52 DNA annealing; P43351; inhibition, % at 18.7 µM; recombinant RAD52 DNA annealing, FRET fluorescence; 360,000 tested, 0.46% active; AID 651710;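 active means every replicate showing at least 50% inhibition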
esBAF inh – inhibitors of esBAF chromatin remodeling in mouse ES cells; Bmi1-luciferase knock-in reporter, 24 h; 100% = twice the neutral-well signal; reporter increase, % at 12.5 µM; 350,000 tested, 2% active; AID 602393; in the data active means activation above about 40%;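 further: 0% = median of the plate's neutral control wells and 100% = double that signal; a rise in the Bmi1 reporter signal indicates esBAF inhibition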
Xi reactivation – activators of X-chromosome reactivation in mouse fibroblasts; XiGFP mouse fibroblasts, % GFP-positive cells imaging, 3 d; cells co-treated with 5-aza-dC sensitizer; scaled so ellipticine positive control = 100%; AID 743238; 360,000 tested, 0.055% active; activation, % at 7.58 µM;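 active means mean normalized replicate activation at least 10% and every replicate at or above 10%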;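 further: 0% = median of on-plate neutral control wells and 100% = ellipticine 6 µM median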
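Material: SV40-immortalized XiGFP fibroblast cells, line 68-5-11 | Buffer or medium: DMEM containing 5-aza-dC | Dosing: One concentration, pinned | Times: 3 d treatment, 15 min room-temperature fixation | Controls: Ellipticine 6 µM positive control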
FN deposit inh – fibronectin deposition inhibition; inhibition, % at 12.6 µM; AH1F fibroblasts, Alexa488-fibronectin deposition fluorescence, overnight; 350,000 tested, 0.086% active; AID 743247;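 active means mean inhibition across replicates of 30% or more, regardless of how many single replicates reach that level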;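 further: positive control wells lacked labelled fibronectin entirely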
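Material – AH1F fibroblast monolayer, labelled fibronectin deposition · Reagent – labelled fibronectin 24 nM · Timing – 1 h adhesion, overnight exposure · Measured by – fluorescence at 485 nm excitation, 525 nm emission · Read-out – inhibition of fibronectin deposition signal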
Active calls of the source: *; / = no result given.

SMILES | RAD54 inh | S100A4 MyoIIA | EWS-Fli inh | E-selectin induc | RAD52 inh | esBAF inh | Xi reactivation | FN deposit inh
CCN(CC)Cc1c[nH]c2c(C(=O)OC)cccc12 | 3.0 | -1.8 | -73.2 | -0.1 | -10.6 | 1.6 | 9.6 | -3.7
Cc1cccc(N2CCN(C(=O)CCS(=O)(=O)c3ccc4c(c3)oc(=O)n4C)CC2)c1C | -13.8 | -4.4 | 3.8 | / | -24.5 | -3.8 | 0.0 | 1.8
O=C(NCCc1ccc(Cl)cc1Cl)C1=CC=CN2CCS(=O)(=O)N=C12 | 3.1 | 3.7 | -12.9 | / | -7.4 | -6.4 | 0.3 | 7.0
COc1ccc(N2C(=O)NC3CC2(C)Oc2ccccc23)cc1 (stereo unspecified) | 12.5 | 1.7 | -0.9 | -0.1 | -9.5 | 2.4 | -0.1 | 2.1
CC1CC(C)CN(CCCNC(=O)CCC(=O)N2CC(C)Oc3ccccc32)C1 (stereo unspecified) | 4.1 | 2.0 | 1.9 | / | -10.8 | 3.4 | -0.3 | -11.3
CC(C)CNC(=O)CSc1nnc(-c2ccc(Cl)cc2)n1N | 4.8 | -1.6 | -2.9 | / | -0.4 | -1.7 | 0.0 | /
COC(=O)C1=C(C)Nc2c(c(=O)n(C)c(=O)n2C)C1c1cccc(O)c1 (stereo unspecified) | -3.7 | -3.7 | 5.6 | -2.0 | -3.1 | -8.1 | -0.2 | -1.6
COc1ccc(C(=O)CCC(=O)Nc2cccnc2)c(OC)c1 | -0.8 | -3.3 | -4.9 | / | -2.3 | -1.7 | 0.0 | -2.6
Clc1cccc(Nc2nc(-c3ccncc3)cs2)c1 | / | -5.5 | -42.1 | 0.2 | -6.5 | / | 0.0 | 24.5
COc1ccc(-n2nc(C(=O)NCC(=O)NC(C)C)c3ccccc3c2=O)c(OC)c1 | 16.6 | -5.5 | -1.2 | / | -11.9 | -2.1 | 0.1 | /
Cc1ccc(C(=O)N/C(=C\c2ccc(Cl)cc2)C(=O)NCC2CCCO2)cc1 (stereo unspecified) | -14.3 | -3.2 | 0.2 | / | -11.4 | 5.9 | 0.0 | -9.3
c1ccc(C2=Nn3c(nnc3-c3ccco3)SC2)cc1 | / | -0.1 | 0.3 | / | -19.7 | / | 0.0 | -2.7
Cn1c(=O)[nH]c(=O)c2c1nc(N1CCCCC1)n2CC(O)COc1ccc([N+](=O)[O-])cc1 (stereo unspecified) | 2.8 | -2.6 | 8.9 | / | -17.6 | -5.8 | 0.1 | 0.9
COc1ccc(C(CNC(=O)c2cccc(S(=O)(=O)Nc3ccccc3OC)c2)N2CCOCC2)cc1 (stereo unspecified) | -1.1 | 0.3 | -6.4 | -6.0 | 2.2 | / | 0.0 | -0.6
C=CCn1c(=NC(=O)c2cccs2)sc2cc(NC(C)=O)ccc21 | -9.6 | 0.1 | -22.0 | -0.1 | -103.5 | 33.8 | -0.1 | -11.3
COc1ccccc1NC1=CC(=O)CC(c2ccccc2)C1 (stereo unspecified) | -1.3 | -6.7 | 1.6 | / | -3.8 | / | -0.1 | 2.7
O=C1C2CC=CCC2C(=O)N1Nc1ccccc1 (stereo unspecified) | / | 2.4 | 14.9 | / | -12.7 | / | 0.0 | -5.0
O=C(Nc1ccncc1Cl)c1ccncc1 | -2.2 | 7.0 | / | 0.0 | -5.9 | / | 0.0 | -13.3
CCCCc1nc2cc(C(=O)N3CCCCC3CCNC(C)=O)ccc2o1 (stereo unspecified) | -2.1 | 0.7 | / | / | -3.7 | -3.5 | 0.0 | -5.5
CN(CCc1ccccc1)C(=O)c1ccc(NC(=O)Cc2ccc(NC(=O)C3CCN(C(=O)CCc4ccccc4)CC3)cc2)cc1 | 6.8 | -2.3 | 20.0 | -1.9 | -70.7 | -7.1 | 0.0 | -1.0
O=C(Nc1cc(S(=O)(=O)N2CCOCC2)ccc1N1CCOCC1)c1cccc(S(=O)(=O)N2CCCCC2)c1 | / | -2.7 | 2.6 | 9.0 | -16.4 | / | 0.0 | 2.6
CC(Sc1ccccc1)C(=O)N/N=C/c1ccccc1 (stereo unspecified) | / | -1.8 | 1.0 | 4.2 | -4.9 | / | 0.4 | -2.2
CC(=O)c1cccc(S(=O)(=O)NCCC(=O)O)c1 | -0.5 | -9.1 | -9.5 | 5.4 | -11.1 | 0.1 | 0.2 | 8.7
C[C@@H]1CN([C@H](C)CO)C(=O)c2cccc(NS(C)(=O)=O)c2O[C@@H]1CN(C)C(=O)Nc1ccc(C(F)(F)F)cc1 | 7.9 | -4.3 | 7.4 | / | 6.6 | -4.0 | 0.4 | /
COc1ccc(NC(=O)Nc2cccc3c2O[C@@H](CN(C)S(C)(=O)=O)[C@H](C)CN([C@H](C)CO)C3=O)cc1 | 4.3 | 5.7 | 5.5 | 4.1 | -5.4 | -1.1 | 0.0 | /

Compounds listed so far that have two or more sulfur atoms:
SMILES | RAD54 inh | S100A4 MyoIIA | EWS-Fli inh | E-selectin induc | RAD52 inh | esBAF inh | Xi reactivation | FN deposit inh
C=CCn1c(=NC(=O)c2cccs2)sc2cc(NC(C)=O)ccc21 | -9.6 | 0.1 | -22.0 | -0.1 | -103.5 | 33.8 | -0.1 | -11.3
O=C(Nc1cc(S(=O)(=O)N2CCOCC2)ccc1N1CCOCC1)c1cccc(S(=O)(=O)N2CCCCC2)c1 | / | -2.7 | 2.6 | 9.0 | -16.4 | / | 0.0 | 2.6

Following part.
SMILES | RAD54 inh | S100A4 MyoIIA | EWS-Fli inh | E-selectin induc | RAD52 inh | esBAF inh | Xi reactivation | FN deposit inh
COc1ccccc1NC(=O)CSc1nncn1-c1ccccc1 | 4.6 | -5.9 | -1.2 | / | -12.9 | -2.0 | 0.0 | -1.3
CN(C(=O)COC(=O)c1nc(Cl)c(Cl)c(Cl)c1Cl)C1CCS(=O)(=O)C1 (stereo unspecified) | / | -6.5 | 24.8 | / | -28.1 | / | 5.5 | 12.4
CCOc1c(Br)cc(C(N)=O)cc1OCc1ccccc1 | / | -13.4 | 14.8 | / | -14.9 | / | 0.1 | -11.4
Cc1ccc(S(=O)(=O)N(C)S(=O)(=O)c2ccc(C)cc2)cc1 | 6.0 | -1.5 | -17.4 | 0.1 | -14.7 | 3.7 | 0.1 | 2.8
CC(=O)N(C)C[C@@H]1Oc2ncc(-c3ccccc3F)cc2C(=O)N([C@@H](C)CO)C[C@H]1C | -12.1 | -15.5 | -12.7 | 1.1 | 5.7 | -0.1 | 0.1 | -19.6
COc1cc2[nH]c(=S)nc(NCc3ccccc3)c2cc1OC | -2.2 | -9.4 | -1.9 | 0.4 | -8.3 | -14.2 | 0.1 | 10.8
O=C1NC[C@@H](CCCCN2C[C@H](Cc3ccc(O)cc3)N(CCc3ccccc3)C(=O)C2=O)N(CC2CCCCC2)C1=O | / | -11.5 | -1.3 | / | -4.6 | / | 0.0 | -6.4
O=C(O)CCc1ccc(-c2ccccc2)n1-c1cccc(C(=O)O)c1 | -3.2 | 3.2 | -41.7 | 0.3 | -14.8 | 38.9 | 0.0 | -0.3
COc1ccc(-c2cn[nH]c2C)cc1OC | / | -6.7 | 14.4 | / | -14.0 | / | 0.1 | 12.4
Cc1nc2scc(C)n2c(=O)c1S(=O)(=O)Nc1ccc(N2CCN(S(C)(=O)=O)CC2)cc1 | -22.3 | 0.7 | / | 1.1 | -9.9 | 0.8 | 0.0 | -5.6
CCNC(=S)NS(=O)(=O)c1ccc(F)cc1 | / | 0.6 | 4.6 | -0.3 | -19.3 | -3.6 | 0.0 | 2.3
O=C(NNC(=O)c1ccc(Br)s1)NC1CCCCC1 | -10.5 | -2.3 | -7.9 | / | 5.0 | -1.4 | 0.2 | -6.2
C[C@H](NC(=O)N1CCn2c1nc1ccccc12)C(=O)NC1CC1 | -7.3 | 0.3 | / | / | 3.1 | 6.3 | 0.0 | -1.7
CC(C)c1cn(CC[C@@H]2CC[C@@H](NC(=O)c3cccc(F)c3)[C@H](CO)O2)nn1 | 2.0 | 16.7 | 3.2 | 0.0 | -8.1 | 1.7 | 0.4 | -1.6
Cc1ccc(Cn2ccc(NC(=O)c3cc(C(C)C)on3)n2)cc1 | -3.2 | 1.4 | -8.2 | / | -10.9 | 1.6 | 0.0 | -7.0
COC(=O)c1ccc(/C=N/NC(=O)c2ccc3nc[nH]c3c2)cc1 | -3.6 | -2.6 | / | / | -5.9 | -1.6 | 0.0 | -25.7
CC1=C(C(=O)N(C)C)CC(CC(=O)NCCCCc2ccccc2)C(=O)N1Cc1ccccc1 (stereo unspecified) | 5.7 | -1.7 | 1.7 | / | -6.5 | 4.7 | -0.2 | /
BrC(=C\c1ccccc1)/C=N/Nc1ccc2nncn2n1 | 4.1 | -2.3 | -3.1 | 0.0 | -19.4 | / | 0.2 | 8.6
COCCNc1nc(N)c([N+](=O)[O-])c(NCc2ccccc2)n1 | / | 1.0 | -26.9 | -0.1 | -24.5 | -0.1 | 0.0 | 4.8
COc1cc(C(=S)N2CCCC2)ccc1OS(=O)(=O)c1ccc(NC(C)=O)cc1 | -2.7 | -2.6 | 8.1 | / | -5.7 | 17.6 | 0.3 | 0.4
Cc1cc(C(=O)NCCN2CCOCC2)ccc1[N+](=O)[O-] | / | -2.5 | -3.6 | / | -11.9 | / | 0.0 | -2.1
COc1cccc(NC(=O)CN(C)C(=O)CSc2nc(C)cc(C)n2)c1 | 1.9 | -1.5 | 6.0 | / | -8.4 | 4.6 | 0.0 | -0.8
C[C@H](CO)N1C[C@H](C)[C@@H](CN(C)Cc2ccncc2)OCCCC[C@H](C)Oc2ccc(NC(=O)Nc3ccccc3)cc2C1=O | -8.0 | -1.0 | / | -0.1 | -2.4 | / | 0.4 | -3.0
C[C@H](CO)N1C[C@H](C)[C@@H](CN(C)CC2CC2)Oc2ccc(NC(=O)CCN3CCOCC3)cc2CC1=O | -0.8 | 6.0 | -13.9 | 0.1 | -6.1 | -2.7 | -1.0 | -1.9
Cc1nn(C)c(C)c1C(C)NC(=O)c1ccc(OC2CCN(Cc3ccccn3)CC2)cc1 (stereo unspecified) | -4.3 | 2.3 | / | -0.1 | -13.8 | -4.8 | 0.1 | -10.4
COc1ccc(NC(=O)c2cc(C(C)C)on2)c(OC)c1 | 7.7 | -23.5 | -6.0 | 0.6 | -5.7 | 50.5* | 0.0 | 2.2
O=C1CCCN1CCCN1CC(C(=O)N(CCO)Cc2ccccc2)CCC1=O (stereo unspecified) | 0.3 | 0.3 | / | -0.1 | -4.2 | -2.2 | 0.0 | -0.6
O=C(Nc1ccc(OCc2ccccc2)cc1)Nc1cccnc1 | -13.3 | 0.6 | -17.0 | 0.2 | -10.7 | -2.2 | 0.0 | -0.5
Cc1cccc(C)c1N(CC(=O)N1CCOCC1)S(C)(=O)=O | -7.0 | 2.3 | 2.3 | -0.1 | -12.1 | -4.8 | 0.0 | 0.8
CC(OC(=O)CN1C(=O)c2ccccc2C1=O)C(=O)NC1(C#N)CCCCC1 (stereo unspecified) | 9.1 | 7.4 | -5.6 | / | -5.0 | -2.5 | -0.5 | -1.6

Structures listed so far marked active in esBAF inh.
molecule | S100A4 MyoIIA | RAD52 inh | esBAF inh
COc1ccc(NC(=O)c2cc(C(C)C)on2)c(OC)c1 | -23.5 | -5.7 | 50.5*
